# UBC13 polyUb = blocks human UBC13 polyubiquitin chain formation; inhibition, % at 20 µM; TR-FRET; 0.47% of 330,000 active; AID 485273; in the data active = inhibition above about 45%, passing the limit was not always enough
# SENP6 block = inhibitors of human SENP6 protease | Recombinant SENP6 catalytic domain, aminoluciferin luminescence | inhibition, % at 10 µM | 1.8% of 330,000 active;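 active = inhibition above about 50% at the single tested dose, limit read from the data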;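 also: plate controls were DMSO wells with enzyme for no effect and DMSO wells lacking enzyme for full effect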
# SENP8 block-1 = inhibitors of human SENP8 protease; inhibition, % at 10 µM; AID 2540; 1.2% of 330,000 active; purified SENP8, Z-RLRGG-aminoluciferin cleavage, luminescence; Q96LD8; in the data active = inhibition above about 50%
# SENP1 inh = blocks the human SENP1 SUMO protease catalytic domain; AID 624204; 0.21% of 360,000 active; Q9P0U3; inhibition, % at 10 µM; recombinant SENP1 catalytic domain, CyPet-SUMO1-YPet FRET cleavage;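 active = inhibition at least 30% at 10 µM, raw YFP signal under a set limit, fluorescence ratio 0.5 to 1.5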;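 also: 0% = enzyme with DMSO and 100% = no enzyme wells; some results filed as inactive read as strong as hits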
#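 Test system: hSENP1 catalytic domain, recombinant; Amount: 20 pM final SENP1 enzyme; Medium: Tris pH 8 buffer plus EDTA, NaCl, BME, BSA, NP40, catalase; Schedule: 50 min enzyme reaction, room temperature, light-protected; Technique: FRET fluorescence in CFP and YFP emission channels; Controls: no-enzyme wells low, DMSO-plus-enzyme wells high control.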
# APOBEC3G inh = inhibitors of human APOBEC3G DNA deaminase; recombinant A3G, ssDNA deamination FAM/TAMRA fluorescence; inhibition, % at 20 µM; 0.28% of 330,000 active;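 active = inhibition of at least 40% at 20 µM, with no more than 30% in the related APOBEC3A deaminase screen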;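 also: plate controls were DMSO wells with A3G for no effect and wells lacking A3G enzyme for full effect; some compounds called inactive have numbers as strong as hits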
# SENP7 block = SENP7 protease inhibition; Q9BQF6; recombinant SENP7, Z-RLRGG-aminoluciferin luminescence, 40 min; inhibition, % at 5 µM; 1.5% of 330,000 active; AID 434973;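 active = inhibition above about 50% at the single test dose, limit read from the data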;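 also: plate controls were DMSO with enzyme for no effect and no enzyme buffer wells for full effect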
# Apaf-1 inh = human Apaf-1 inhibition; reconstituted apoptosome caspase-3 activity, DEVD-Rh110 fluorescence; inhibition, % at 20 µM; 0.71% of 330,000 active; AID 489030; active = inhibition of at least 40% at 20 µM;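 also: plate controls were DMSO wells for no effect and DEVD-CHO caspase inhibitor wells for full effect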
# Target sequence (O14727 whole entry, looked up): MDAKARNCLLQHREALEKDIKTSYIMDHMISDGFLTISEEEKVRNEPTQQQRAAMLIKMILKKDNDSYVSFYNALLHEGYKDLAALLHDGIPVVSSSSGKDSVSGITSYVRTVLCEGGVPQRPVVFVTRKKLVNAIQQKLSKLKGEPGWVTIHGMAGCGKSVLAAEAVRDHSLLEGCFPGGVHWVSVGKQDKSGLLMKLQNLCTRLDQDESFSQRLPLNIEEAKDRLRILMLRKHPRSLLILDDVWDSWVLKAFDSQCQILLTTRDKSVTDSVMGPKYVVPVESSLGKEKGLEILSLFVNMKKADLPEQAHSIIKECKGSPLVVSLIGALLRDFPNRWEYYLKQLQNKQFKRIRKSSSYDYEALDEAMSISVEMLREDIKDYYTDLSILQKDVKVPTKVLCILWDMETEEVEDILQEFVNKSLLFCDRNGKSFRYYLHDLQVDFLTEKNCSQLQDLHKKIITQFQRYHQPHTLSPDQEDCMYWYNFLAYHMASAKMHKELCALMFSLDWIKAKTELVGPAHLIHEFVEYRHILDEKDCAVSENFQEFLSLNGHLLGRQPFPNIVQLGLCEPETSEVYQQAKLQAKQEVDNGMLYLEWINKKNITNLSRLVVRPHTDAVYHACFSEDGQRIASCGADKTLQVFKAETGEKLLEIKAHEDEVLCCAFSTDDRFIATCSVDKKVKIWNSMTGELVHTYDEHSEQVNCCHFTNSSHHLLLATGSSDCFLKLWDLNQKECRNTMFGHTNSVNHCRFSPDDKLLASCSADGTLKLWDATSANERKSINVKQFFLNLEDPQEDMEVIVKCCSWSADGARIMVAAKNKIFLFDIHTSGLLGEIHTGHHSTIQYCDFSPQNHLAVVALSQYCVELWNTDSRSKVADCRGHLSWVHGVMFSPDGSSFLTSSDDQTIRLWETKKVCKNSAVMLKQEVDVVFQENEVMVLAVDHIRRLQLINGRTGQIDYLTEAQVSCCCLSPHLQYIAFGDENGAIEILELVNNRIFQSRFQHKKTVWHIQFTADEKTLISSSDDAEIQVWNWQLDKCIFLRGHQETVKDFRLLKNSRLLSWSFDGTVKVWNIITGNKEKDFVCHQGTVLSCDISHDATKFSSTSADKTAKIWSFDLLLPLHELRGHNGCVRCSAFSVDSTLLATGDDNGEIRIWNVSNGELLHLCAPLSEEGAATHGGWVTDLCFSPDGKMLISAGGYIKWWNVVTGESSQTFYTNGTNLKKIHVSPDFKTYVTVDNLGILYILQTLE
#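 Material: reconstituted apoptosome with Apaf-1, cytochrome c, caspase-9, procaspase-3, dATP / Buffer or medium: pH 7.5 Hepes buffer with CHAPS, BSA, DTT / Also added: cytochrome c with DEVD-Rh110 / Schedule: compound with Apaf-1, dATP, procaspase-3 30 min, then 50 min reaction, room temperature / Technique: rhodamine 110 fluorescence at Ex 480/Em 540 nm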
# SENP8 block-2 = SENP8 (human) protease inhibition | recombinant SENP8, Nedd8 substrate fluorescence | inhibition, % at 20 µM | 0.64% of 360,000 active | AID 602440; in the data active = inhibition mostly above about 40%, no sharp cut-off; inactive = mostly below about 27%
# Starred values were filed as active, the others as inactive; · = no result given.
Structure,SENP7 block,Apaf-1 inh,SENP8 block-2,SENP1 inh,SENP8 block-1,APOBEC3G inh,UBC13 polyUb,SENP6 block
COc1cc(C(=O)N/N=C/c2ccc(OC(=O)c3cccc(C)c3)c(OC)c2)ccc1O,6,19,3,1,-6,12,-9,-3
O=C(COc1ccc2ccccc2c1)N1CCN(C(=O)c2ccco2)CC1,-13,2,-3,2,-7,-9,-6,-12
COc1ccc(/C(CC2(O)C(=O)Nc3ccccc32)=N\O)cc1 (stereo not drawn),-2,0,-17,2,0,-5,-1,16
CN1CCN(C(=S)c2ccc(-c3cccc(Cl)c3Cl)o2)CC1,-4,16,10,-16,2,-4,-5,-17
CCC(CC)C(=O)NN(C(=O)c1ccncc1)C1CC(=O)N(c2ccccc2)C1=O (stereo not drawn),-1,-19,2,1,6,-4,-2,-15
CC(C)C(C(=O)C=[N+]=[N-])N1C(=O)c2ccccc2C1=O (stereo not drawn),0,-1,22,1,3,1,-2,-6
CCOc1ccccc1C(=O)NC(C(=O)NCc1ccc(F)cc1)C(C)C (stereo not drawn),1,-5,15,1,1,-4,8,15
CCCN(Cc1nnc(-c2cccs2)o1)C(=O)c1cccc(S(=O)(=O)N2CCOCC2)c1,-11,11,-8,-1,-16,-7,-8,-7
C/C(=N\NC(=O)CNc1cccc2ccccc12)c1ccc(Br)s1,24,90*,-369,-15,41,-6,-43,77*
CCN(CC)CCN1C(=O)C(O)=C(C(=O)c2cc3cccc(OC)c3o2)C1c1cccs1 (stereo not drawn),1,-5,·,·,-2,-7,-3,-10
O=C(NC1CCCCC1)c1ccc(-c2ccccc2F)o1,19,9,-3,-6,20,2,4,20
Cc1ccc(OCCC(=O)N(Cc2ccccc2)c2c(N)n(Cc3ccccc3)c(=O)[nH]c2=O)cc1,6,9,13,3,-11,-2,-2,-2

# The list goes on:
Structure,SENP7 block,Apaf-1 inh,SENP8 block-2,SENP1 inh,SENP8 block-1,APOBEC3G inh,UBC13 polyUb,SENP6 block
COc1ccc(/C=C/C(=O)NCc2cccnc2)cc1,10,-3,-4,2,2,-1,-2,9
O=C(CC1C(=O)NCCN1Cc1ccccc1)NCCC1=CCCCC1 (stereo not drawn),-2,10,-48,-11,-5,-4,11,0
CSCCNC(=O)c1ccc(OC2CCN(CCc3ccccc3)CC2)cc1,-2,-20,25,-1,2,-1,1,-7
CN(Cc1ccccc1)C(=O)COC(=O)c1cc(=O)[nH]c2ccccc12,3,1,-323,2,-1,-6,9,2
CCc1noc(N)c1C(=O)Nc1ccc(F)c(Cl)c1,1,-5,14,-10,2,-2,13,-14
Cc1ccc(NC2CCCN(C(=O)Cc3nonc3C)C2)cc1C (stereo not drawn),-7,0,10,-4,-3,0,-5,1
OCCO,11,-4,2,2,0,4,4,8
CCc1ccccc1NC(=O)c1ccc(F)c(S(=O)(=O)N2CCC(C(N)=O)CC2)c1,7,-9,10,0,7,3,0,24
NC1=NN=C(N2N=C(c3ccccc3)CC2(O)C(F)(F)F)n2ncnc2C1 (stereo not drawn),-19,-12,-266,2,-6,-4,-24,-23
Cc1csc(C(=O)NN)c1N(C)C,-17,-17,17,1,-2,-5,-4,-13
O=C(NCc1ccc2c(c1)OCO2)C1CC(=O)N(c2ccc(O)cc2)C1 (stereo not drawn),-3,-12,13,4,3,1,-5,-6
O=C(NCc1n[nH]c(=S)n1-c1ccccc1Cl)c1ccc(S(=O)(=O)N2CCCCC2)cc1,11,4,23,2,4,11,0,-24

# 2 of these compounds, set out differently.
CN(Cc1ccccc1)C(=O)COC(=O)c1cc(=O)[nH]c2ccccc12
  SENP7 block: 3	Apaf-1 inh: 1	SENP8 block-2: -323	SENP1 inh: 2	SENP8 block-1: -1	APOBEC3G inh: -6	UBC13 polyUb: 9	SENP6 block: 2
CSCCNC(=O)c1ccc(OC2CCN(CCc3ccccc3)CC2)cc1
  SENP7 block: -2	Apaf-1 inh: -20	SENP8 block-2: 25	SENP1 inh: -1	SENP8 block-1: 2	APOBEC3G inh: -1	UBC13 polyUb: 1	SENP6 block: -7

# More results
Structure,SENP7 block,Apaf-1 inh,SENP8 block-2,SENP1 inh,SENP8 block-1,APOBEC3G inh,UBC13 polyUb,SENP6 block
Cc1ccc(NC(=O)C2CC(=O)N(CCc3ccccc3)C2)c(C)c1 (stereo not drawn),-1,-5,1,-1,6,-4,-6,5
Cc1cc(C)cc(NC(=S)N2CCC(NC(=O)C3CC3)CC2)c1,2,-10,8,3,6,-6,1,-18
Cc1nn(CCCC(=O)NCc2ccccc2)c(=O)c2nccn12,-4,3,6,1,-12,-11,0,-16
CCC(=O)Nc1cccc(NC(=O)CSc2nnc(-c3ccc(NS(C)(=O)=O)cc3)n2C)c1,2,-11,11,1,-6,0,-6,-4
Cc1nc(NCCc2ccc(O)cc2)c2nnn(Cc3ccccc3)c2n1,0,3,11,-2,-8,-4,7,23
CCOC(=O)N1CCN(CC(O)COc2c(OC)cccc2OC)CC1 (stereo not drawn),8,-13,12,0,1,-2,5,-3
COc1ccc(Cl)cc1NC(=S)NCc1ccco1,0,2,21,-1,-10,1,-12,-4
Cc1ccc(N2C(=O)N(CC(=O)Nc3cccc(Cl)c3)C(=O)C2C)cc1 (stereo not drawn),-4,12,13,1,-5,-11,2,-6
CCOC(=O)CSc1nnc(N)s1,0,-7,25,0,6,-7,-2,0
CCOc1ccccc1NC1=CC(=O)CC(c2ccccc2)C1 (stereo not drawn),-5,-5,12,-7,-5,1,0,8
CCCCCCCNC(=O)C1(CC2CC(c3ccc(Cl)cc3)=NO2)CCN(C(=O)OC(C)(C)C)CC1 (stereo not drawn),-7,11,9,1,-5,-12,4,-16
COc1ccc(N2CSC3=C(C#N)C(c4cccc(OC)c4OC)CC(=O)N3C2)cc1 (stereo not drawn),10,22,-16,-34,12,39,-26,4

# (list continues)
Structure,SENP7 block,Apaf-1 inh,SENP8 block-2,SENP1 inh,SENP8 block-1,APOBEC3G inh,UBC13 polyUb,SENP6 block
COc1cc(C(=O)Nc2ccc(S(=O)(=O)Nc3onc(C)c3C)cc2)cc(OC)c1OC,-5,-6,4,-1,-3,-8,5,-1
CC1(C)O[C@@H]1COc1c2ccoc2cc2oc(=O)ccc12,-1,-12,-111,-10,-7,-11,4,-17
CS(=O)(=O)N1CCC(C(=O)Nc2ccccc2)CC1,-13,-13,14,1,-12,1,-10,-12
S=c1[nH]cnc2scc(-c3ccc(Br)cc3)c12,0,2,21,-4,1,-6,20,0
CCCCNC(=S)NNC(=O)c1cc(-c2ccncc2)nc2ccccc12,-8,6,-128,2,0,-5,-16,-1
Cc1cc(=O)[nH]c(N/N=C/c2ccccc2Cl)n1,4,1,-26,-1,-6,-8,3,-14
C[C@@H]1COC(=O)[C@H](Cc2ccc(F)cc2)CC/C=C\C[C@@H](CC(=O)NCCO)C(=O)N1,8,8,1,3,5,6,2,-11
COc1ccc(-n2c(C)c(C(C)=O)c(C(C)=O)c2C)cc1,-8,-20,20,3,3,-4,1,20
CCn1c(=O)c2c(O)cc(=O)oc2c2ccccc21,-14,15,-45,-5,-9,3,-8,-19
O=C(Nc1nnc(S(=O)(=O)N2CCN(c3ccc(F)cc3)CC2)s1)c1ccccc1,-17,10,-150,-3,-10,-2,-13,5
Clc1cccc(-c2cc3nc4c(c(N5CCN(c6cnccn6)CC5)n3n2)CCCC4)c1,-4,21,-477,0,-6,-7,8,-3
Cc1csc(NC(C)c2nc3cc(C(F)(F)F)ccc3n2CCCO)n1 (stereo not drawn),7,0,5,1,-11,-6,-1,-18

# No new results follow: entries from further up.
Structure,SENP7 block,Apaf-1 inh,SENP8 block-2,SENP1 inh,SENP8 block-1,APOBEC3G inh,UBC13 polyUb,SENP6 block
CCOC(=O)CSc1nnc(N)s1,0,-7,25,0,6,-7,-2,0
CCOc1ccccc1NC1=CC(=O)CC(c2ccccc2)C1 (stereo not drawn),-5,-5,12,-7,-5,1,0,8
CCCCCCCNC(=O)C1(CC2CC(c3ccc(Cl)cc3)=NO2)CCN(C(=O)OC(C)(C)C)CC1 (stereo not drawn),-7,11,9,1,-5,-12,4,-16
COc1ccc(N2CSC3=C(C#N)C(c4cccc(OC)c4OC)CC(=O)N3C2)cc1 (stereo not drawn),10,22,-16,-34,12,39,-26,4
COc1cc(C(=O)Nc2ccc(S(=O)(=O)Nc3onc(C)c3C)cc2)cc(OC)c1OC,-5,-6,4,-1,-3,-8,5,-1
CC1(C)O[C@@H]1COc1c2ccoc2cc2oc(=O)ccc12,-1,-12,-111,-10,-7,-11,4,-17
CS(=O)(=O)N1CCC(C(=O)Nc2ccccc2)CC1,-13,-13,14,1,-12,1,-10,-12
S=c1[nH]cnc2scc(-c3ccc(Br)cc3)c12,0,2,21,-4,1,-6,20,0
CCCCNC(=S)NNC(=O)c1cc(-c2ccncc2)nc2ccccc12,-8,6,-128,2,0,-5,-16,-1
Cc1cc(=O)[nH]c(N/N=C/c2ccccc2Cl)n1,4,1,-26,-1,-6,-8,3,-14
C[C@@H]1COC(=O)[C@H](Cc2ccc(F)cc2)CC/C=C\C[C@@H](CC(=O)NCCO)C(=O)N1,8,8,1,3,5,6,2,-11
COc1ccc(-n2c(C)c(C(C)=O)c(C(C)=O)c2C)cc1,-8,-20,20,3,3,-4,1,20
CCn1c(=O)c2c(O)cc(=O)oc2c2ccccc21,-14,15,-45,-5,-9,3,-8,-19
O=C(Nc1nnc(S(=O)(=O)N2CCN(c3ccc(F)cc3)CC2)s1)c1ccccc1,-17,10,-150,-3,-10,-2,-13,5
Clc1cccc(-c2cc3nc4c(c(N5CCN(c6cnccn6)CC5)n3n2)CCCC4)c1,-4,21,-477,0,-6,-7,8,-3
Cc1csc(NC(C)c2nc3cc(C(F)(F)F)ccc3n2CCCO)n1 (stereo not drawn),7,0,5,1,-11,-6,-1,-18

# Next part.
Structure,SENP7 block,Apaf-1 inh,SENP8 block-2,SENP1 inh,SENP8 block-1,APOBEC3G inh,UBC13 polyUb,SENP6 block
CCc1ccc(N(CC(=O)NC2CCCCC2)C(=O)CNC(=O)c2ccco2)cc1,-3,11,3,1,-7,-7,-6,-20
Cc1ccccc1-c1nc(CS(=O)CC(=O)NCCc2ccc(Cl)cc2)c(C)o1 (stereo not drawn),0,10,-4,-3,2,-7,14,-10
Cc1ccc(C)c(NC(=O)COC(=O)CC2c3ccccc3CCN2S(=O)(=O)c2ccc(F)cc2)c1 (stereo not drawn),-2,10,1,2,0,-2,7,-2
NC(=O)c1c(NC(=O)c2ccccc2Cl)sc2c1CCC2,1,3,-47,-7,5,-5,6,33
CCOC(=O)Nc1ccc2c(c1)N(C(=O)CN1CCN(CCO)CC1)c1ccccc1CC2,5,-4,-4,-2,2,-10,3,9
O=C(NC1CCCc2ccccc21)C1CCN(c2c3c(nc4ncnn24)CCC3)CC1 (stereo not drawn),-4,-5,9,-1,1,-7,10,-10
CCCC(NC(=O)c1ccco1)c1nc2ccccc2[nH]1 (stereo not drawn),-2,9,15,-4,-2,3,-16,9
COc1cccc(NC(=O)CCC(=O)Nc2cc(OC)c(NC(=O)c3cccs3)cc2OC)c1,4,6,9,2,-4,3,-2,0
COc1ccc(/C=C/c2nnc(NC(=O)COc3cccc(C)c3)s2)cc1,8,2,-384,-112,7,-6,18,-5
COc1ccc(CCN(C)C(=O)c2cc(-c3ccccc3)nc3ccccc23)cc1OC,2,4,0,0,1,-7,1,-6
CNc1cc(N2CCCC2)ccc1[N+](=O)[O-],5,5,16,2,-4,-7,-58,14
Cn1cccc1Cc1nnc(SCC(=O)Nc2ccccc2F)n1CCc1ccccc1,0,8,-4,-4,7,-2,8,8
O=C1c2ccccc2C(O)(c2ncc[nH]2)N1C1CCCCC1 (stereo not drawn),4,-1,30,0,-3,-2,3,-10
COc1ccc(CNC(=O)c2ccncc2)cc1,-12,0,-7,-1,-9,-4,-1,-9
CCN(CC)S(=O)(=O)c1cccc(NC(=O)COC(=O)c2cc(=O)c3ccccc3o2)c1,5,0,7,-1,-4,2,2,6

# Screening data from PubChem BioAssay.
